# TbMetRS inhib: blocks T. brucei methionyl-tRNA synthetase activity; inhibition, % at 11.9 µM; actives 0.4% (n = 360,000); purified T. brucei MetRS, ATP depletion, Kinase-Glo luminescence;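 active = inhibition above a per-plate cutoff of the control wells' mean inhibition plus 3 SD, cut at about 5.5% in these data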;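 note: 0% = DMSO wells median and 100% = median of wells with control inhibitor compound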
#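 Material: T. brucei methionyl-tRNA synthetase, purified; reagent: substrates ATP, L-methionine and bulk Escherichia coli tRNA; dosing: 11.9 µM single point; timing: 15 min plus 2 h at 25 °C; detection: luminescence of leftover ATP; evaluation: % inhibition; control set: DMSO-only wells as low control; replicates: singlicate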
# LMPTP block: LMPTP (human) inhibition | P24666 | recombinant LMPTP-A, OMFP fluorogenic substrate, fluorescence intensity | inhibition, % at 20 µM | actives 0.22% (n = 360,000);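 active = compounds that cut the enzyme signal by at least half of the control window in the single-dose screen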;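 note: plate controls were DMSO wells with enzyme plus substrate for no effect and substrate without enzyme for full effect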
# Target sequence (P24666 whole entry, looked up): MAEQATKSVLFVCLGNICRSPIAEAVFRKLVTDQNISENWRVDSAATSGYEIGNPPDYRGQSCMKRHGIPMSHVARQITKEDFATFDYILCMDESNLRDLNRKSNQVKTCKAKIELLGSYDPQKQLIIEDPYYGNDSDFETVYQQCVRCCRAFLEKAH
#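 material = LMPTP-A | quantity = 0.625 nM enzyme | reagent = OMFP substrate, 400 µM final | buffer or medium = Bis-Tris pH 6.0, DTT, detergent | detection = endpoint fluorescence intensity from OMFP dephosphorylation | dosing = single 20 µM dose | read-out basis = % inhibition relative to no-enzyme and uninhibited control wells | control set = no-enzyme and uninhibited controls | timing = 50 min at room temperature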
# Scp-1 inhibitor: blocks human Scp-1 phosphatase activity; Q9GZU7; Recombinant Scp1, phosphopeptide, malachite green phosphate absorbance; inhibition, % at 20 µM; actives 0.88% (n = 340,000);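 active = inhibition above about 50% at 20 µM, limit read from the data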;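 note: plate controls were DMSO wells with enzyme for no effect and wells lacking enzyme for full effect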
#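 System: SCP-1 catalytic domain; Reagent: Phospho 17-mer peptide substrate; Doses: one concentration, 20 µM, with 1.0% DMSO; Incubation: 45 min room-temperature reaction, 5 min colour, 30 min stabiliser; Signal: Phosphate-binding colour reagent, absorbance read at 630 nm.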
# Neddylation inh: inhibitors of human cullin neddylation; AID 651699; calls only at 25 µM; actives 0.58% (n = 360,000); P61081+Q13564; TR-FRET cullin neddylation, biochemical; in the data active = inhibition above about 36%
# STEP inh: STEP (human) phosphatase inhibition. actives 0.25% (n = 360,000). inhibition, % at 20 µM. recombinant STEP, OMFP fluorogenic substrate, fluorescence;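 active = inhibition at 20 µM, scaled per plate between control wells, above about 37%, limit read from the data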;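 note: 0% = DMSO with enzyme and substrate and 100% = substrate only without enzyme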
#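 System: STEP phosphatase, cell-free reaction; Buffer or medium: Bis-Tris pH 6.0 buffer with DTT, detergent; Incubation: 20 min at room temperature, dark; Measured by: fluorescence, 480/540 nm.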
# SKN-1 inh: C. elegans SKN-1 inhibition; C. elegans VP596 Pgst-4::GFP/RFP ratio, acrylamide-induced, 24 h; inhibition, % at 21.8 µM; actives 0.49% (n = 360,000); AID 624304;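 active = interference check ratio from 0.5 to 1.5 plus GFP to RFP signal ratio inhibition reaching or exceeding a fixed threshold, cut at about 30% in these data, passing the limit was not always enough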; note: some compounds called inactive have numbers as strong as hits
# DNMT1 inh: blocks human DNA methyltransferase DNMT1; AID 588458; P26358; DNMT1 molecular beacon, Hinp1I cleavage, fluorescence; actives 0.83% (n = 360,000); inhibition (reported as % activation of signal), % at 10 µM; in the data active = inhibition above about 50%
# SUMO1 PPI mod: SUMO1-SIM interaction modulation | actives 0.33% (n = 360,000) | SUMO1 binding to a labelled peptide, TR-FRET, 1 h | P63165 | inhibition, % at 20 µM; in the data active = inhibition above about 37%
# NadD block: NadD (S. aureus) enzyme inhibition. purified NadD enzyme, colorimetric absorbance read-out. inhibition, % at 20 µM. actives 0.78% (n = 360,000). AID 602399; in the data active = inhibition above about 26%; note: some compounds past the cut are filed as inactive
# NRP1-CendR mod: alters CendR peptide binding to human NRP-1; O14786; FAM-RPARPAR peptide binding to NRP-1, fluorescence polarization; inhibition, % at 25 µM; actives 0.85% (n = 360,000);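 active = inhibition or corrected inhibition above about 18%, plus a signal ratio from 0.5 to 1.5, limit read from the data, passing the limit was not always enough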; note: strong numbers were not always called active
# Target sequence (O14786 whole entry, looked up): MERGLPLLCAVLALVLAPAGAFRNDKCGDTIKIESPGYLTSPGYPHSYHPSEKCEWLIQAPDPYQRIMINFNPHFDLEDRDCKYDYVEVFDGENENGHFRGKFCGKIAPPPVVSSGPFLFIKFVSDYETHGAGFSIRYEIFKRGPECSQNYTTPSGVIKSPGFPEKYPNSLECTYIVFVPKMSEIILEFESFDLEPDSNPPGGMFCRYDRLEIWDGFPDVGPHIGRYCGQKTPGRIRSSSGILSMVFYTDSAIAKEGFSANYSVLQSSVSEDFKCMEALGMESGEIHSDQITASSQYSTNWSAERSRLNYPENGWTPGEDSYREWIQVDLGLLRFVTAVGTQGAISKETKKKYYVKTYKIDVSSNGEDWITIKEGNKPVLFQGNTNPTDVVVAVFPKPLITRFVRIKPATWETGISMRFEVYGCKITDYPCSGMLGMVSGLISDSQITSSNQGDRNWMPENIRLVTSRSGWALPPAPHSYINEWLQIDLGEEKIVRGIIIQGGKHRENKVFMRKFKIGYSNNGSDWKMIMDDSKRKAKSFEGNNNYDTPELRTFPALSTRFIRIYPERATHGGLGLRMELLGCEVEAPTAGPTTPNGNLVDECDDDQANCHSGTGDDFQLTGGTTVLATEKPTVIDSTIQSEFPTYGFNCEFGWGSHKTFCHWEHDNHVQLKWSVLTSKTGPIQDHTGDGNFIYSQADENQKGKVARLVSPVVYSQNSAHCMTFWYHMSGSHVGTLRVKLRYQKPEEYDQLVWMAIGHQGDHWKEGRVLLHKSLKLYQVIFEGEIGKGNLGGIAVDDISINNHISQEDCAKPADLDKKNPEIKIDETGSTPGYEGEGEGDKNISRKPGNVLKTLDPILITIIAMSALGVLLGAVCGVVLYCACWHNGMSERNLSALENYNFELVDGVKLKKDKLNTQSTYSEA
# Active calls of the source: *; i = inactive; / = no result given.
SMILES,TbMetRS inhib,LMPTP block,Scp-1 inhibitor,Neddylation inh,STEP inh,SKN-1 inh,DNMT1 inh,SUMO1 PPI mod,NadD block,NRP1-CendR mod
CCCCC(=O)Nc1nc(C)c(C(C)=O)s1,0.2,-1.4,0,i,0,1,-2,0,0,-3
Cc1c(-c2ccccc2)cnc2c(C)cccc12,-0.8,1.1,-8,i,0,13,0,5,9,-1
COCCN1C(=O)c2cc(C(=O)Nc3ccc(C)c(F)c3)ccc2C1Nc1ccc(C)c(F)c1 (stereo unspecified),-0.7,0.8,-9,i,-4,3,-4,-4,4,-8
COc1ccc(NC(=S)N(CCc2c(C)[nH]c3ccccc23)Cc2ccco2)cc1,-0.3,0.8,-3,i,-1,-4,-13,-4,11,5
CCOC(=O)CNC(=O)C1COc2ccccc2O1 (stereo unspecified),-0.8,-0.7,-4,i,-1,-8,-1,-4,-2,-8
CS(=O)(=O)c1ccc2nc(NC(=O)C3CC(=O)N(c4ccccc4)C3)sc2c1 (stereo unspecified),0.4,-0.7,-15,i,0,-10,1,-3,-7,5
CCc1ccc(N2C(=O)CC(N(CC3CCCO3)C(=O)/C=C/C(=O)O)C2=O)cc1 (stereo unspecified),0.1,-1.0,0,i,3,1,28,3,2,-27
CCCn1c(CNS(=O)(=O)c2ccc(C)cc2)nc2ccccc21,-0.4,-0.7,-6,i,1,8,-2,3,0,4
Cc1cc(NC(=O)Cn2ccsc2=N)c([N+](=O)[O-])cc1C,-0.4,3.2,14,i,-6,6,15,-7,7,-7
CC(C)N(C(=O)COC(=O)[C@@H]1CC(O)CN1S(=O)(=O)c1ccccc1[N+](=O)[O-])C(C)C (stereo partly specified),0.3,-1.6,-6,i,-6,5,13,-1,1,2
O=C(C(Cc1ccccc1)n1cccc1)N1CCCCCC1 (stereo unspecified),0.0,-0.6,-7,i,0,-5,-2,0,-8,-9
Cc1cc(Cl)n2c(nc3ccccc32)c1C#N,-0.5,0.7,-1,/,-2,-4,20,-9,0,-16
O=C(OCC(=O)c1cccs1)c1ccc([N+](=O)[O-])o1,-0.5,-1.4,1,i,-1,0,-6,-8,-2,-3
CC(C)(C)Nc1c(C2CCNCC2)nc2c(OCc3ccccc3)cccn12,-0.2,1.3,/,i,2,9,-2,-4,-5,2
COc1ccc2cc(C#N)c(NC(C)C)nc2c1,-0.8,-0.4,-1,/,-6,9,-1,-1,7,5
CCOC(=O)c1sc2nc(C)nc(N3CCN(c4ncccn4)CC3)c2c1C,0.2,1.4,0,i,4,20,-1,-10,-5,13
CCn1c(SCC(=O)Nc2nc3ccccc3s2)nnc1-c1ccc(OC)cc1,-0.7,0.5,2,i,1,-14,-7,17,-2,5
CC1CCCCC12NC(=O)N(CC(=O)NCc1ccccc1)C2=O (stereo unspecified),-0.3,-0.5,-4,i,0,-7,0,0,-2,10
COc1ccccc1CCNC(=O)c1cccc(NC(=O)CC2SC(N3CCCCC3)=NC2=O)c1 (stereo unspecified),-0.2,0.4,-7,i,3,24,-3,2,6,6
O=C(Nc1nncs1)c1ccc(Br)c(S(=O)(=O)N2CCCC2)c1,-1.5,-1.5,-4,i,-5,-32,0,2,-7,-13
O=C(OCc1ccccc1)N1Cc2ccnnc2CC1c1ccccc1Br (stereo unspecified),-0.9,-0.1,/,i,-1,14,-15,-4,0,-3
CN(C(=O)COC(=O)c1cc(S(=O)(=O)N2CCCCC2)ccc1N1CCOCC1)C1CCS(=O)(=O)C1 (stereo unspecified),-0.3,3.6,-7,i,0,11,1,0,1,5
Cc1ccc(-c2nnn(CC(=O)N(CC(=O)NCC3CCCO3)c3ccc(F)c(Cl)c3)n2)o1 (stereo unspecified),-0.4,-0.3,2,i,0,11,19,1,3,7
Cc1ccc(-n2c(Cc3cccs3)nnc2SCC(=O)Nc2ccc(S(N)(=O)=O)cc2)cc1,-2.0,-0.8,-1,i,-4,-18,-5,3,-2,-4

# Rewritten with the structure last: 5 of the compounds above
TbMetRS inhib	LMPTP block	Scp-1 inhibitor	Neddylation inh	STEP inh	SKN-1 inh	DNMT1 inh	SUMO1 PPI mod	NadD block	NRP1-CendR mod	Structure
-0.7	0.5	2	i	1	-14	-7	17	-2	5	CCn1c(SCC(=O)Nc2nc3ccccc3s2)nnc1-c1ccc(OC)cc1
-0.3	-0.5	-4	i	0	-7	0	0	-2	10	CC1CCCCC12NC(=O)N(CC(=O)NCc1ccccc1)C2=O (stereo unspecified)
-0.2	0.4	-7	i	3	24	-3	2	6	6	COc1ccccc1CCNC(=O)c1cccc(NC(=O)CC2SC(N3CCCCC3)=NC2=O)c1 (stereo unspecified)
-1.5	-1.5	-4	i	-5	-32	0	2	-7	-13	O=C(Nc1nncs1)c1ccc(Br)c(S(=O)(=O)N2CCCC2)c1
-0.9	-0.1	/	i	-1	14	-15	-4	0	-3	O=C(OCc1ccccc1)N1Cc2ccnnc2CC1c1ccccc1Br (stereo unspecified)

# Returning to the listing, repeating the 2 entries before the break.
SMILES,TbMetRS inhib,LMPTP block,Scp-1 inhibitor,Neddylation inh,STEP inh,SKN-1 inh,DNMT1 inh,SUMO1 PPI mod,NadD block,NRP1-CendR mod
Cc1ccc(-c2nnn(CC(=O)N(CC(=O)NCC3CCCO3)c3ccc(F)c(Cl)c3)n2)o1 (stereo unspecified),-0.4,-0.3,2,i,0,11,19,1,3,7
Cc1ccc(-n2c(Cc3cccs3)nnc2SCC(=O)Nc2ccc(S(N)(=O)=O)cc2)cc1,-2.0,-0.8,-1,i,-4,-18,-5,3,-2,-4
O=C(NC1CCN(C(=S)Nc2ccccc2)CC1)C1CCCCC1,-0.5,-0.6,6,i,0,6,12,3,3,10
N#C/C(=C\c1cccs1)C(=O)c1ccccc1,-0.1,-0.2,-21,i,-1,3,4,-9,-6,-9
C/C(CC(=O)NCCN1CCOCC1)=N\NC(=O)c1ccncc1,-0.7,-4.2,-10,i,-2,-2,-1,-2,-10,5
Nc1ccc(S(=O)(=O)N2CCC(Cc3ccccc3)CC2)cc1,0.1,2.5,4,i,4,11,-2,6,4,4
CC(=O)OCC(=O)Nc1c(C)cccc1C,-0.5,2.9,2,i,-1,-9,5,-6,3,-4
CCOc1ccccc1NC(=O)Cn1c(=O)c(OCC)nc2cnccc21,0.0,-0.7,-11,i,0,25,-2,3,3,-2
COc1ccc(-c2nc(Cn3c(SCc4ccc(C)cc4)nc4ccncc43)c(C)o2)cc1OC,-0.8,5.2,7,i,2,3,-26,18,-5,-2
O=C1CCCCCN1Sc1ccccc1,-0.5,-1.0,-8,i,-2,11,1,-1,12,0
C=CCOC(=O)C1=C(C)Nc2nnnn2C1c1ccc(OC)cc1OC (stereo unspecified),-1.0,-0.4,2,i,-2,-8,-3,-1,-3,6
CCN(CC)C(=O)C1CCCN(C(=O)CCn2nnnc2CN2CCOCC2)C1 (stereo unspecified),0.0,-0.5,-7,i,5,-1,-1,-4,-1,3
O=C1N/C(=N/N=C/c2ccc(F)cc2)SC1c1ccccc1 (stereo unspecified),0.1,-1.2,-11,i,0,14,-3,-3,4,9
CCOC(=O)c1c(-c2ccccc2)nc2c(C)cccn12,0.0,0.3,-4,i,0,-10,-5,3,-1,14
O=C(COC(=O)c1cccc(S(=O)(=O)N2CCN(c3ccccc3)CC2)c1)NCc1ccco1,-0.1,8.5,66*,i,12,26,68*,5,13,-15
CCOC(=O)N1CCN(S(=O)(=O)c2ccc(OCC)c3ccccc23)CC1,-0.3,1.7,-13,i,4,0,0,0,-7,2
CCOc1ccccc1CNCC1CCCO1 (stereo unspecified),-0.9,-0.8,-6,i,1,-2,3,1,-2,2
CCCC12CN3CC(CCC)(CN(C1)C3C(O)C(O)C(O)CO)C2=O (stereo unspecified),-0.7,-1.4,-5,i,2,-12,2,-1,-2,-3
O=C(CCN1C(=O)c2ccncc2C1=O)Nc1ccc(F)cc1,-0.4,-0.9,2,i,1,15,1,-9,0,-1
Cc1ccccc1CNC(=O)c1ccccc1SCC(=O)NCc1ccco1,-0.3,-1.6,-3,i,-1,8,-1,-2,3,4
Cc1ccc(C)c(Cn2nnc3c(=O)[nH]c(C4CCN(C(=O)c5ccco5)CC4)nc32)c1,0.0,0.9,-12,i,0,10,-1,14,4,-6
OCC[C@@H]1C[C@H](O)[C@@H](O)[C@]2(CCCO2)O1,-0.4,-4.4,-6,i,3,4,5,4,-5,11
O=C(O)CN1C(=O)C2C3CC(C2C1=O)C1C(c2ccccc2)c2sc(=O)[nH]c2SC31 (stereo unspecified),-0.5,-0.1,-1,i,3,9,0,-2,-1,-8
Nc1ccc(C(=O)N/N=C\C=C\c2cccc([N+](=O)[O-])c2)cc1,-0.5,0.4,-3,i,2,9,-8,-11,7,1
COc1ccc(C2NC(=S)NC(C)=C2C(=O)Nc2ccccn2)cc1 (stereo unspecified),-0.2,-2.1,-6,i,-2,7,2,57*,-1,4
Cc1ccnc2nc(C(=O)Nc3cc(Cl)ccc3N3CCOCC3)nn12,-0.8,0.7,3,i,1,-4,-4,5,-7,-1
CCOC(=O)c1c(NC(=O)CSc2nnnn2-c2ccccc2OCC)sc2c1CC(C)(C)NC2(C)C,-0.1,1.8,-2,i,8,18,-3,-9,-5,3
O=C(CCCOc1ccc(Cl)cc1Cl)N1CCc2ccccc2C1,-0.7,1.8,4,i,1,12,-5,3,-2,29*
CCc1nnc(NS(=O)(=O)c2ccc(NCc3ccccc3O)cc2)s1,-0.1,-1.7,-5,i,-4,-2,0,4,-5,4
CN(C)CCCOc1ccc(-c2cc3nc(NCc4cccnc4)n(C)c(=O)c3s2)cn1,0.1,3.0,/,i,4,14,-3,-23,-3,4
CCc1ccc(-n2c(=S)sc3c(=O)[nH]c(SCC(=O)NC4CCCCC4)nc32)cc1,0.3,-0.9,/,i,-3,8,-1,13,11,-10
CCC(/C=C1\Oc2ccc(OC)cc2N1C)=C\c1sc2ccccc2[n+]1CCCS(=O)(=O)[O-],-0.7,-0.9,-2,i,-1,79,-6,-14,1,132
O=C1CN(C(=O)c2ccccc2)C(c2ccc(F)cc2)c2cc(Br)ccc2N1 (stereo unspecified),-0.2,1.0,-19,i,6,4,1,8,4,-3
O=C(NC1CCCCC1)N1CCc2ccccc21,0.2,-0.1,-12,i,2,-2,4,-1,-4,4
COc1cc(OC)cc(C(=O)Oc2c(CN3CCOCC3)cc(Cl)c3cccnc23)c1,0.4,-0.5,-7,i,0,3,-2,-4,1,-6
O=C(Nc1ccc(S(=O)(=O)N2CCCC2)cc1)c1ccc(CN2CCc3ccccc3C2)cc1,-0.7,1.5,11,i,3,18,-18,-3,2,-12
Cc1ccc(NC(=O)NNC(=O)C2CCN(Cc3ccc(F)cc3Cl)CC2)cc1,-1.3,-0.8,1,i,-2,-3,2,-2,-4,4
Oc1c(-c2cc(-c3ccco3)[nH]n2)ccc2ccccc12,-0.6,0.5,-20,i,-2,24,-21,0,-2,-6
CCCCc1nc(C(N)=O)c2[nH]c(=O)n(-c3ccc(OC)cc3OC)c2n1,1.1,0.2,-2,i,0,6,4,1,3,8

# Screening data from PubChem.

# An unsorted share of the library. About 4.6% of those tested had a hit in this group.
